STK33 kin inh = STK33 kinase inhibitors, primary screen, biochemical, luminescence, ADP-Glo, MBP substrate. inhibition, % at 12.5 µM. Serine/threonine-protein kinase 33 (Homo sapiens), Q9BYT3. 0.44% of 27,000 active; in the data active = inhibition above about 20%
Target sequence (Q9BYT3 whole entry, looked up): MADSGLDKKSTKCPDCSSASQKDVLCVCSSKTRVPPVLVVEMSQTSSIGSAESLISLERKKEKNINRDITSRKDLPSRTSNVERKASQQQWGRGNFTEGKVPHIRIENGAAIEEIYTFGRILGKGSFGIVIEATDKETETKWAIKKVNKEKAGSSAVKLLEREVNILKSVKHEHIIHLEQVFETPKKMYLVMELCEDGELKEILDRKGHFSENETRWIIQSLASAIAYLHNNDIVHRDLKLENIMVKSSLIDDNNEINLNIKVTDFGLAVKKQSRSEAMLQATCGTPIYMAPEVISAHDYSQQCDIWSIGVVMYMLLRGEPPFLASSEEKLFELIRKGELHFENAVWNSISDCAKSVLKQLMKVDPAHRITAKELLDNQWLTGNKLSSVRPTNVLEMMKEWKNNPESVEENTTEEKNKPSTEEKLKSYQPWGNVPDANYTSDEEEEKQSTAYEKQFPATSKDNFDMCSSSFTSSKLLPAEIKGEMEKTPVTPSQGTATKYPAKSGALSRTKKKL
mut p53 react = mutant p53 pathway re-activators, primary screen, cell-based, SW480, luciferase, single point, HTS; SW480 PUMA-promoter luciferase, p53 mutant reactivation; activation, % at 9.98 µM; AID 624151, 2012; 1.5% of 28,000 active; in the data active = activation above about 52%
* marks the source's active call; other numbers are inactive results; nt = not tested or not shown.

SMILES	STK33 kin inh	mut p53 react
C=CCNC(=O)[C@@H]1[C@H]2C(=O)O[C@H](c3ccccc3)[C@H](c3ccccc3)N2[C@H](c2ccccc2OCCO)[C@@]12C(=O)Nc1ccc(C#CCCO)cc12	5	nt
C[C@@H]1CN([C@H](C)CO)C(=O)c2cccc(NS(=O)(=O)c3cn(C)cn3)c2O[C@@H]1CN(C)S(=O)(=O)c1ccc(F)cc1	nt	1
COc1ccc(CCN2C(=O)C(C)SC2c2cccnc2)cc1 (stereo not drawn)	nt	-9
COc1ccc(S(=O)(=O)Nc2ccc3c(c2)CC(=O)N([C@@H](C)CO)C[C@H](C)[C@@H](CN(C)C(=O)Nc2ccc4c(c2)OCO4)O3)cc1	0	nt
COc1ccc(Cl)cc1NC1=NC2CS(=O)(=O)CC2S1 (stereo not drawn)	nt	-1
O=C(CSc1nnc(-c2ccc([N+](=O)[O-])cc2)n1-c1ccccc1)Nc1ccc(F)cc1	-1	-4
CS(=O)(=O)N(CC(=O)Nc1ccc2ccccc2c1)c1cc(Cl)c(Cl)cc1Cl	0	-12
COc1cc2[nH]c3ccccc3c2cc1C	2	27
NC(N)=NS(=O)(=O)c1ccc(N=Cc2ccccc2O)cc1	-3	nt
CC1=C(C(=O)OC(C)C(C)(C)C)C(c2cccc(Br)c2)NC(=O)N1 (stereo not drawn)	nt	1
C[C@H](CO)N1C[C@H](C)[C@@H](CN(C)C(=O)CCC(F)(F)F)OCCCC[C@H](C)Oc2ccc(NC(=O)CCC(F)(F)F)cc2C1=O	nt	-1
COC(=O)c1ccccc1NC(=O)c1ccc(NC(=O)CSc2ccc(Cl)cc2)cc1	-2	19
COc1ccc(S(=O)(=O)N(C)CC(=O)Nc2cccc(Cl)c2C)cc1OC	3	-7
C[C@H]1CN([C@@H](C)CO)C(=O)Cc2cc(NC(=O)C3CCCCC3)ccc2O[C@@H]1CN(C)Cc1ccc2c(c1)OCO2	-4	nt
C[C@@H]1CCCCO[C@@H](CN(C)CC2CCCCC2)[C@@H](C)CN([C@H](C)CO)C(=O)c2cc(NS(=O)(=O)c3cn(C)cn3)ccc2O1	1	nt
Cc1ccc(S(=O)(=O)N(C)C[C@@H]2Oc3ccc(NC(=O)Cc4ccccc4)cc3CC(=O)N([C@@H](C)CO)C[C@@H]2C)cc1	0	6
C[C@@H]1CN([C@H](C)CO)C(=O)CCCn2cc(nn2)CO[C@@H]1CN(C)S(=O)(=O)c1ccccc1C#N	11	nt
CNC[C@H]1OCCCC[C@H](C)Oc2ccc(NC(=O)Nc3ccccc3)cc2C(=O)N([C@H](C)CO)C[C@H]1C	nt	10
CC(=O)c1c(C)oc2ccc(NS(=O)(=O)c3cccc4cccnc34)cc12	0	-22
C[C@H]1CN([C@@H](C)CO)C(=O)c2cc(NC(=O)Cc3ccccc3)ccc2O[C@H]1CN(C)Cc1ccccc1	-1	nt
C[C@H]1CN([C@@H](C)CO)C(=O)Cc2cc(NC(=O)c3ccncc3)ccc2O[C@H]1CN(C)S(C)(=O)=O	-2	nt
C[C@H]1CN([C@@H](C)CO)C(=O)c2cc(/C=C/c3ccccc3)cnc2O[C@H]1CN(C)Cc1ccc2c(c1)OCO2	nt	0
C[C@H]1CN([C@@H](C)CO)C(=O)Cc2cc(NC(=O)NC3CCCCC3)ccc2O[C@@H]1CN(C)S(=O)(=O)c1cccs1	nt	8
C[C@H](CO)N1C[C@H](C)[C@@H](CN(C)C(=O)Nc2cc(F)ccc2F)Oc2ncc(-c3cccc(F)c3)cc2C1=O	nt	2

Some of the entries so far, with values under each structure:
Values run as follows: STK33 kin inh | mut p53 react
C=CCNC(=O)[C@@H]1[C@H]2C(=O)O[C@H](c3ccccc3)[C@H](c3ccccc3)N2[C@H](c2ccccc2OCCO)[C@@]12C(=O)Nc1ccc(C#CCCO)cc12
    5 | nt
C[C@@H]1CN([C@H](C)CO)C(=O)c2cccc(NS(=O)(=O)c3cn(C)cn3)c2O[C@@H]1CN(C)S(=O)(=O)c1ccc(F)cc1
    nt | 1
COc1ccc(CCN2C(=O)C(C)SC2c2cccnc2)cc1 (stereo not drawn)
    nt | -9
COc1ccc(S(=O)(=O)Nc2ccc3c(c2)CC(=O)N([C@@H](C)CO)C[C@H](C)[C@@H](CN(C)C(=O)Nc2ccc4c(c2)OCO4)O3)cc1
    0 | nt
COc1ccc(Cl)cc1NC1=NC2CS(=O)(=O)CC2S1 (stereo not drawn)
    nt | -1
O=C(CSc1nnc(-c2ccc([N+](=O)[O-])cc2)n1-c1ccccc1)Nc1ccc(F)cc1
    -1 | -4
CS(=O)(=O)N(CC(=O)Nc1ccc2ccccc2c1)c1cc(Cl)c(Cl)cc1Cl
    0 | -12
COc1cc2[nH]c3ccccc3c2cc1C
    2 | 27
NC(N)=NS(=O)(=O)c1ccc(N=Cc2ccccc2O)cc1
    -3 | nt
CC1=C(C(=O)OC(C)C(C)(C)C)C(c2cccc(Br)c2)NC(=O)N1 (stereo not drawn)
    nt | 1
C[C@H](CO)N1C[C@H](C)[C@@H](CN(C)C(=O)CCC(F)(F)F)OCCCC[C@H](C)Oc2ccc(NC(=O)CCC(F)(F)F)cc2C1=O
    nt | -1
COC(=O)c1ccccc1NC(=O)c1ccc(NC(=O)CSc2ccc(Cl)cc2)cc1
    -2 | 19
COc1ccc(S(=O)(=O)N(C)CC(=O)Nc2cccc(Cl)c2C)cc1OC
    3 | -7
C[C@H]1CN([C@@H](C)CO)C(=O)Cc2cc(NC(=O)C3CCCCC3)ccc2O[C@@H]1CN(C)Cc1ccc2c(c1)OCO2
    -4 | nt

New compounds follow:
SMILES	STK33 kin inh	mut p53 react
CC(C)NC(=O)Nc1ccc2c(c1)C(=O)N([C@@H](C)CO)C[C@@H](C)[C@@H](CN(C)C(=O)NC1CCCCC1)O2	3	nt
C[C@H](CO)N1C[C@H](C)[C@H](CN(C)S(=O)(=O)c2cccs2)Oc2ncc(Br)cc2C1=O	-1	11
COc1ccc(S(=O)(=O)N(C)C[C@@H]2Oc3ccc(NS(=O)(=O)c4ccc(Cl)cc4)cc3C(=O)N([C@@H](C)CO)C[C@H]2C)cc1	2	2
CC(NS(=O)(=O)c1ccc(F)cc1)C(=O)Nc1ccc(F)c(Cl)c1 (stereo not drawn)	-2	-8
CNC[C@H]1Oc2ccc(NS(=O)(=O)c3ccc(OC)cc3)cc2CC(=O)N([C@H](C)CO)C[C@H]1C	-2	8
CNC[C@@H]1Oc2ccc(NS(=O)(=O)c3cn(C)cn3)cc2C(=O)N([C@H](C)CO)C[C@H]1C	3	nt
Cc1ccc2nc(-c3ccc(C)c(NC(=O)COc4ccc([N+](=O)[O-])cc4)c3)oc2c1	1	91*
CCCC(=O)Oc1ccc2[nH]c(C(=O)c3cc4ccccc4[nH]3)cc2c1	2	3
CC(=O)Nc1ccc(OCC(O)Cn2nc(C)nc2C)cc1 (stereo not drawn)	-3	4
O=C(Nc1ccc(Cl)c(C(F)(F)F)c1)C(Cc1ccccc1)N1C(=O)C2CCCCC2C1=O (stereo not drawn)	1	12
COC(=O)[C@@]1(CCC(=O)OC(C)(C)C)N=C(c2ccc(OCCCO)cc2)O[C@H]1c1ccccc1	11	nt
OC1c2ccccc2-c2c3c(cc4c2C1NCC4)OCO3 (stereo not drawn)	12	13
Oc1ccc(CCCCC(CCc2ccc(O)cc2)O[C@@H]2OC[C@@H](O)[C@H](O)[C@H]2O)cc1 (stereo partly drawn)	-6	16
COc1ccc(NC(=O)Nc2ccc3c(c2)C(=O)N([C@H](C)CO)C[C@H](C)[C@@H](CN(C)C(=O)Nc2c(C)noc2C)O3)cc1	-5	nt
C[C@@H]1CN([C@H](C)CO)C(=O)c2cc(NC(=O)Cc3cn(C)c4ccccc34)ccc2O[C@H]1CN(C)S(=O)(=O)c1ccc(F)cc1	0	nt
O=C(CSc1nc(-c2ccccc2)cc(C(F)(F)F)n1)N1CCCc2ccccc21	2	2
COc1cc(/C=C/c2ccc(OC)cc2OC)cc(OC)c1	nt	121*
C[C@H](CO)N1C[C@H](C)[C@H](CN(C)S(C)(=O)=O)Oc2ccc(NC(=O)Cc3cn(C)c4ccccc34)cc2C1=O	3	nt
CCN(CC)C(=O)Oc1c(Br)cc(Br)c2ccc(C)nc12	nt	-17
C[C@@H]1CCCCO[C@H](CN(C)S(=O)(=O)c2ccccc2)[C@@H](C)CN([C@@H](C)CO)C(=O)c2cc(NC(=O)CCCN(C)C)ccc2O1	nt	-3
CO[C@H](C(=O)N(C)C[C@@H]1OCc2ccccc2-c2c(n(C)c3ccccc23)C(=O)N([C@H](C)CO)C[C@H]1C)c1ccccc1	nt	7
COc1ccc(NC(=O)CSc2nnc(-c3ccc(NC(=O)c4ccc(C)cc4)cc3)n2C)cc1Cl	-2	-53
CC(C)n1nnc(CC(=O)NN)n1	nt	17
C[C@@H]1CCCCO[C@@H](CN(C)S(=O)(=O)c2ccccc2)[C@@H](C)CN([C@@H](C)CO)C(=O)c2cc(NS(=O)(=O)c3ccccc3)ccc2O1	nt	-7
C[C@@H]1CN([C@@H](C)CO)C(=O)Cc2cc(NS(=O)(=O)c3cn(C)cn3)ccc2O[C@H]1CN(C)S(=O)(=O)c1cn(C)cn1	nt	2
C[C@@H]1CN([C@H](C)CO)C(=O)c2cc(NC(=O)Nc3ccc(F)cc3)ccc2O[C@H]1CN(C)S(=O)(=O)c1ccc(F)cc1	-4	nt
O=C(Nc1cc2ccccc2s1)Nc1ccc(F)cc1F	nt	0
CC(C)Sc1nc2sc3c(c2c2nnc(SCC(=O)c4ccccc4)n12)CCCC3	2	-6
COc1ccc(NC(=O)Nc2ccc3c(c2)C(=O)N([C@@H](C)CO)C[C@H](C)[C@H](CN(C)Cc2ccc(Cl)c(Cl)c2)O3)cc1	-2	nt
C[C@H]1CN([C@@H](C)CO)C(=O)c2cc(C#Cc3cccnc3)cnc2O[C@H]1CN(C)S(C)(=O)=O	nt	-4
C[C@@H]1CN([C@@H](C)CO)C(=O)c2cc(NS(=O)(=O)c3cn(C)cn3)ccc2O[C@H]1CN(C)S(=O)(=O)c1ccccc1	-1	nt
O=c1[nH]cnc2c1cnn2Cc1ccc(Cl)cc1	3	-12
[O-][NH2+]c1ccc(O)c2ncccc12	nt	-80
COc1cccc(C(=O)COc2ccc(NC(=O)c3ccccc3Cl)cc2)c1	0	11
CCC1CN2CCc3cc(OC)c(OC)cc3[C@@H]2C[C@@H]1C[C@H]1NCCc2cc(OC)c(OC)cc21 (stereo partly drawn)	nt	-83
CC(C)C#Cc1cnc2c(c1)C(=O)N([C@@H](C)CO)C[C@H](C)[C@@H](CN(C)C(=O)CC1CC1)O2	nt	-4
C[C@H]1CN([C@@H](C)CO)C(=O)c2cc(NC(=O)NC3CCCCC3)ccc2O[C@H]1CN(C)S(C)(=O)=O	1	nt
Oc1c(C(Nc2ccccn2)c2ccccn2)cc(Cl)c2cccnc12 (stereo not drawn)	0	-18
C[C@@H]1CN([C@H](C)CO)C(=O)CCCn2nncc2CO[C@@H]1CN(C)S(=O)(=O)c1ccc(Cl)cc1	0	-3
COc1ccc(NC(=O)Nc2ccc3c(c2)C(=O)N([C@@H](C)CO)C[C@@H](C)[C@@H](CN(C)C(=O)NC(C)C)O3)cc1	-1	nt
C[C@@H]1CCCCO[C@@H](CN(C)S(=O)(=O)c2ccc(F)cc2)[C@@H](C)CN([C@H](C)CO)C(=O)c2cc(NC(=O)C3CCCCC3)ccc2O1	2	2
Cc1ccc(-c2cc(C(=O)Nc3sc(C)c(-c4ccccc4)c3C(N)=O)c3ccccc3n2)o1	-1	105*
NC(=O)CN1CCN(CCN2C(=O)c3cccc4cccc(c34)C2=O)CC1	-1	75*
O=C(O)CCC(=O)Nc1ccc(NC(=O)c2ccccc2)c(Cl)c1	3	13
OCc1cc2c([nH]c3ccccc32)c(C(O)CO)n1 (stereo not drawn)	0	7
CC1(C)CC[C@@]2(C(=O)O)C(C1)C1=CCC3[C@@]4(C)CC[C@H](O)C(C)(C)C4CC[C@@]3(C)[C@]1(C)C[C@H]2O (stereo partly drawn)	-1	-2
C[C@H](CO)N1C[C@H](C)[C@H](CN(C)C(=O)Nc2ccc3c(c2)OCO3)Oc2ccc(NS(=O)(=O)c3ccccc3)cc2CC1=O	-2	0
C[C@@H]1CN([C@@H](C)CO)C(=O)c2cc(NS(=O)(=O)c3cn(C)cn3)ccc2O[C@@H]1CN(C)Cc1ccccc1	0	17
C[C@H](CO)N1C[C@H](C)[C@@H](CN(C)Cc2ccccc2)Oc2ccc(N(C)C)cc2CC1=O	nt	15
Cc1cccc(OCC(=O)Nc2cccc(-c3nc4ccccc4s3)c2)c1C	2	95*
COCCNS(=O)(=O)c1ccc(Cl)c(Cl)c1OC	-3	-4
COC(=O)CN(c1ccc2c(c1)OCCO2)S(C)(=O)=O	-4	11
Cc1noc(C)c1NC(=O)Nc1cccc2c1O[C@H](CN(C)CC1CC1)[C@@H](C)CN([C@@H](C)CO)C2=O	nt	6
CNC(=O)C1=C[C@H](c2csc3ccccc23)C[C@H](OCCCCO)O1	-1	nt
COc1ccc(NC(=O)Nc2ccc3c(c2)C(=O)N([C@H](C)CO)C[C@H](C)[C@H](CN(C)C(=O)Nc2ccc(F)cc2)O3)cc1	-4	nt
COc1ccc(NC(=O)Nc2ccc3c(c2)C(=O)N([C@H](C)CO)C[C@@H](C)[C@H](CN(C)S(=O)(=O)c2cccs2)O3)cc1	0	-11
CC1(C)CC(NC(=O)C(=O)NCC2COc3ccccc3O2)CC(C)(C)N1 (stereo not drawn)	-12	7
COc1ccc(S(=O)(=O)Nc2cccc3c2O[C@@H](CN(C)Cc2ccc4c(c2)OCO4)[C@@H](C)CN([C@@H](C)CO)C3=O)cc1	nt	-5
O=C(Cn1c(=O)oc2ccccc21)Nc1ccc(S(=O)(=O)N2CCCCC2)cc1	-5	3
Cc1noc(C)c1S(=O)(=O)Nc1ccc2c(c1)CC(=O)N([C@H](C)CO)C[C@@H](C)[C@@H](CN(C)CC1CCCCC1)O2	-4	-1
C[C@@H]1CN([C@H](C)CO)C(=O)CCCn2cc(nn2)CO[C@H]1CN(C)C(=O)CCCN(C)C	2	2
C[C@H]1CN([C@@H](C)CO)C(=O)CCCn2nncc2CO[C@@H]1CN(C)S(=O)(=O)c1ccc2ccccc2c1	-4	-6

From PubChem BioAssay

This is a subset; count on the stated rates, not on these rows.
